Compound activity from PubChem.
SRC2 inh: human SRC2 (NCOA2) inhibition; actives 0.17% (n = 370,000); HEK293 GAL4-SRC2 luciferase reporter, luminescence; inhibition, % at 9 µM; AID 651957;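 active = inhibition above the mean inhibition of all tested compounds plus 3 SD, set per campaign, cut at about 52% in these data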;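 note: 0% = DMSO treated cells and 100% = cells given Gossypol at 36 µM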
Target sequence (Q15596 whole entry, looked up, the tested form may be a part): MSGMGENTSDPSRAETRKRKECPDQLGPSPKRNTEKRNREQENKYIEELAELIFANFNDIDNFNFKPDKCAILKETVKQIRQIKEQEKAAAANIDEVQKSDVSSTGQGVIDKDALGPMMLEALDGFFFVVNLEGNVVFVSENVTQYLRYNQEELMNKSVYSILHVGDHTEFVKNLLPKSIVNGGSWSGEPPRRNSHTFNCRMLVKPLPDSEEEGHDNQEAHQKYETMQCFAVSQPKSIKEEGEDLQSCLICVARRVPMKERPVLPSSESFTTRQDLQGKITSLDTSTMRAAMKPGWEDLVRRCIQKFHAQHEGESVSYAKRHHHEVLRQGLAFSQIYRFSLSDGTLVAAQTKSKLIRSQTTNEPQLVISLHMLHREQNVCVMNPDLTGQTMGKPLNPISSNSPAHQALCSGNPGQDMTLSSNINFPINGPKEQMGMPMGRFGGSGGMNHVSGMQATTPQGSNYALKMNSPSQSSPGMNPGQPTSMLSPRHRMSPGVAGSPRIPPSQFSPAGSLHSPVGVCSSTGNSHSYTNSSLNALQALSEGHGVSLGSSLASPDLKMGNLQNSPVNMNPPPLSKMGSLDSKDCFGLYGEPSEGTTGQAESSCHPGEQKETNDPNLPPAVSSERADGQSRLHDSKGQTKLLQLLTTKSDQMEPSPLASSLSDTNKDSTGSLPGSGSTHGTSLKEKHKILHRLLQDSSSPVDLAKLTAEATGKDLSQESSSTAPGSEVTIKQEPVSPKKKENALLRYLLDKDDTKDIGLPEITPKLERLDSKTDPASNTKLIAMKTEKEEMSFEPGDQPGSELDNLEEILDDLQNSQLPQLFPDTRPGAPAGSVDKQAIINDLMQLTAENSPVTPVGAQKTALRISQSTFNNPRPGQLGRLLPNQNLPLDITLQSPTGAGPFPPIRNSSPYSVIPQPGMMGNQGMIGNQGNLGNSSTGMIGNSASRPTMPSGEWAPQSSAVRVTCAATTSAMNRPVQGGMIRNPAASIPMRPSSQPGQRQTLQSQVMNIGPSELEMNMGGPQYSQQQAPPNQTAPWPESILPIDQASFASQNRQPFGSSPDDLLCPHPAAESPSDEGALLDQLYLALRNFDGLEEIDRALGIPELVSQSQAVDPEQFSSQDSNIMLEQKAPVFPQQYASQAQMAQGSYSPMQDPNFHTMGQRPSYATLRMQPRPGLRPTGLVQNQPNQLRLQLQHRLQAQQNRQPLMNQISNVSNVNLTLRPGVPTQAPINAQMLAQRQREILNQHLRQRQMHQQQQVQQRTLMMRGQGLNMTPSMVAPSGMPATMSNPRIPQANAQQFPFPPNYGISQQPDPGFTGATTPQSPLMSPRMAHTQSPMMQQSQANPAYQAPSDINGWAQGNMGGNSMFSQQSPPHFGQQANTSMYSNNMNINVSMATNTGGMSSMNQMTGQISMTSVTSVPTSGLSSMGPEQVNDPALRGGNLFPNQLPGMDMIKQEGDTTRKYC
SRC3 inh: inhibits human SRC3 coactivator; actives 0.17% (n = 360,000); HEK293 GAL4-SRC3 luciferase reporter, luminescence; Q9Y6Q9; AID 588352; inhibition, % at 3.6 µM;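 active = inhibition above a per-campaign cutoff, the mean of all compounds plus 3 SD, cut at about 60% in these data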;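 note: 0% = DMSO-treated cells and 100% = gossypol-treated cells at 36 µM; higher means less SRC3-driven luciferase light from the GAL4 reporter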
TROY signal inh: inhibitors of TROY-dependent NF-kB signaling. actives 0.98% (n = 360,000). Q293 LMP1-TROYcd NF-kB luciferase reporter, 4 h. inhibition, % at 10 µM;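 active = compounds whose plate-normalised and pattern-corrected inhibition of the luciferase reporter signal at the single screening dose is 50% or more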
NCOA1 inh: human NCOA1 inhibition; HEK293 GAL4-SRC1 luciferase reporter, luminescence; actives 0.12% (n = 360,000); Q15788; inhibition, % at 3.6 µM;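 active = inhibition above the campaign mean plus 3 SD, with each screening campaign given its own cutoff, cut at about 60% in these data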;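 note: 0% = DMSO treated cells and 100% = gossypol at 36 µM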
LRH-1 inv ag: suppresses constitutive activity of human LRH-1; inhibition, % at 3.6 µM; actives 0.13% (n = 360,000); O00482; HEK293T StAR-luciferase reporter, LRH-1 transfected, 24 h; AID 602396;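 active = inhibition above the mean inhibition of all tested compounds plus 3 SD, cut at about 73% in these data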;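 note: 0% = DMSO wells and 100% = reporter-only cells lacking LRH-1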
ABHD5 PLIN5 PPI: inhibitors of human ABHD5-perilipin-5 interaction; inhibition, % at 4 µM; Split G. princeps luciferase complementation, luminescence, 4 h; actives 0.78% (n = 360,000); Q00G26+Q8WTS1;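 active = inhibition above the mean inhibition across every tested compound plus 3 SD, cut at about 22% in these data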;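 note: 0% = DMSO only wells and the 100% control is not disclosed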
TWEAK Fn14 block: inhibitors of TWEAK-Fn14 interaction signaling; actives 2% (n = 360,000); AID 1159606; inhibition, % at 10 µM; TWEAK-stimulated Fn14 reporter cells, luciferase luminescence, 8 h; in the data active = inhibition above about 50%
TLR9-MyD88 block: TLR9-MyD88 interaction inhibition. Q9NR96+Q99836. CHO BLA complementation TLR9-MyD88, CCF4 FRET ratio. inhibition, % at 4.98 µM. actives 0.21% (n = 340,000);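 active = inhibition above the mean over all tested compounds plus 3 SD, cut at about 21% in these data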;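 note: 0% = DMSO only wells and 100% = clavulanate BLA inhibitor control wells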
Granule exo inh: lytic granule exocytosis inhibition | actives 0.66% (n = 360,000) | TALL-104 LAMP-1 surface exposure, flow cytometry; cells stimulated with thapsigargin and PMA | inhibition, % at 10 µM;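 active = inhibition above about 55%, limit read from the data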
NOD2 RIPK2 PPI: blocks binding of human NOD2 to RIPK2 | inhibition, % at 4.98 µM | AID 624267 | O43353 | CHO BLA complementation NOD2-RIPK2, CCF4 ratio | actives 0.38% (n = 360,000); in the data active = inhibition above about 21%;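 note: 0% = vehicle only and 100% = reference blocker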
COUP-TFII inh: NR2F2 (human) inhibition, primary screen; P24468; HEK293T NGFI-A luciferase reporter, luminescence; inhibition, % at 8.6 µM; actives 0.7% (n = 370,000);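 active = inhibition above a per-plate cutoff, mean inhibition of test wells between control levels plus 3 SD, cut at about 38% in these data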;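 note: cells cotransfected with COUP-TFII expression vector driving the NGFI-A reporter; 0% = median of COUP-TF2 test wells and 100% = reporter-only cells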
* = called active by the depositor; · = no result given. These rows are one share of the data; rates above refer to the full screens.

Results follow in this order: SRC2 inh	SRC3 inh	TROY signal inh	NCOA1 inh	LRH-1 inv ag	ABHD5 PLIN5 PPI	TWEAK Fn14 block	TLR9-MyD88 block	Granule exo inh	NOD2 RIPK2 PPI	COUP-TFII inh
COc1ccc(Cl)cc1N1C(=O)CN(Cc2cc(OC)c(OC)c(OC)c2)C1=S
    13	-1	1	-11	0	-3	12	-3	-2	-13	23
O=C(COC(=O)CN1C(=O)C2CCCCC2C1=O)Nc1cc(S(=O)(=O)N2CCOCC2)ccc1Cl (stereo unspecified)
    -15	2	9	-7	-3	-6	11	-10	3	-5	-1
O=C(N1CCOCC1)N1CCN(Cc2ccccc2)CC1
    -4	9	-7	-2	8	0	22	-1	-2	-5	4
Cc1cc(NC(=O)COc2ccccc2C#N)no1
    -51	-82	-26	-63	-49	-6	-5	-7	1	4	-55
O=C(/C=C/c1cccc(OCc2ccccc2)c1)c1cccnc1
    -15	16	13	-1	29	36*	1	1	0	-6	1
CCCCN(Cc1ccccc1)C(=O)C1CCC(=O)N(CCc2ccccn2)C1 (stereo unspecified)
    -17	4	0	3	-24	2	-3	-22	0	-7	-9
COc1cccc(C(=O)Nc2cc3c(cc2Br)OCCCO3)c1
    -55	-70	-101	-86	-156	-1	-5	1	0	-4	-24
COC(=O)c1[nH]c2ccccc2c1NC(=O)C(C)N1CC(C)OC(C)C1 (stereo unspecified)
    11	14	-3	5	5	-8	-5	·	12	9	5
O=C(CCc1nnc(CCc2ccccc2)o1)NC(c1cccnc1)C(F)(F)F (stereo unspecified)
    -9	9	-11	-9	-9	6	-10	-4	-2	3	9
COc1ccccc1C(=O)Nc1c(C(=O)N2CCN(C)CC2)oc2ccccc12
    -20	21	4	-1	10	3	-40	1	5	-25	-10
CC(=C/C(=O)O)/C(=C\c1ccc(Br)o1)C(=O)O
    12	14	-15	6	17	-3	-5	-9	-2	3	19
CCc1ccc(NC(=O)c2noc3c2CCC3)cc1
    -24	-108	28	-130	-183	7	73*	-9	-2	-32	-38
O=C(CN1CCCCC1)Nc1cccc(Br)c1
    -36	22	-2	-23	-31	4	0	0	-6	-1	16
CSc1ccc(CNc2ccc(C)c(C)c2)cc1
    -33	-33	-33	-37	-32	-10	-24	-3	0	-6	-25
COc1ccccc1CCNC(=O)C(=O)NCC1OCCCN1S(=O)(=O)c1ccc(F)cc1C (stereo unspecified)
    -10	7	-3	-13	-14	-1	1	-1	3	-7	3
C=CCNC(=S)N/N=C/c1ccc(-c2cccc([N+](=O)[O-])c2)o1
    -21	-16	-29	-23	19	-1	-20	14	-1	-8	3
O=C(CCC(=O)N(CC(=O)NC1CCCC1)C1CCCC1)Nc1ccccn1
    7	21	-7	-14	-1	1	15	3	-1	-14	4
O=C(Cc1ccc(Cl)cc1)Nc1cccnc1Cl
    -37	-5	-9	0	-7	-12	2	3	-5	0	12
O=C(COc1ccccc1Cl)NCc1ccco1
    -22	-15	-13	-15	-12	-3	-20	8	4	-2	-24
O=C(O)c1ccc(CNS(=O)(=O)c2ccc(Oc3ccccc3Cl)cc2)cc1
    -3	-8	0	-18	0	-16	8	6	1	-4	-2
O=C(Nc1nc(-c2ccccc2)cs1)C1c2ccccc2Oc2ccccc21
    7	5	-4	-1	3	-3	23	-11	-2	4	2
CCNC(=S)NC1CC2CCC(C1)N2Cc1ccccc1 (stereo unspecified)
    6	19	-15	2	23	6	-7	3	1	3	-11
CC(=O)c1ccc(N2CCN(S(=O)(=O)c3c(C)[nH]c(C)c3C(=O)N3CCCCC3)CC2)cc1
    -64	-22	-16	-109	-2	7	-13	4	-2	-1	1
NC(=O)c1nsc(C(=O)N(Cc2ccco2)C(C(=O)NCC2CCCO2)c2ccc(O)cc2)c1N (stereo unspecified)
    2	-4	-1	-6	-2	1	13	1	4	-1	1
COC(=O)c1c(NC(=O)CC2NCCNC2=O)sc2c1CCCC2 (stereo unspecified)
    -27	-5	-17	-1	-16	-6	-20	5	-6	-4	-8
O=C(N/N=C/c1cccc([N+](=O)[O-])c1)c1cnccn1
    -8	-4	-35	-20	-13	7	-5	-1	5	-12	-5
O=C1C2C3c4ccccc4C(c4ccccc43)[C@@H]2C(=O)N1c1cccnc1 (stereo partly specified)
    3	12	11	-1	27	-2	14	0	4	-2	13
CCN(CC)CCN(Cc1cc2cc(C)cc(C)c2[nH]c1=O)C(=S)NCc1ccco1
    -30	-15	18	-13	-9	-7	5	-2	4	-7	8
C/C(=N/NS(=O)(=O)c1cc(C)ccc1C)c1c[nH]c2ccccc12
    4	16	8	-3	18	-3	3	-5	10	-5	12
CN1CCN(S(=O)(=O)c2cccc(C(=O)N(Cc3nnc(-c4ccccc4Cl)o3)C3CC3)c2)CC1
    0	5	-20	9	0	0	-1	6	-1	-11	12
O=C(OCC(=O)N1CCC(Cc2ccccc2)CC1)c1ccc(CO)cc1
    29	-17	4	1	12	-2	-14	3	10	-11	5
COc1ccc(OC)c(NC(=O)CCCSc2ccccc2)c1
    -11	-6	-8	14	-22	1	8	-18	22	1	-5
Cc1cc(C)cc(NC(=S)NC(=O)C2CC2)c1
    -11	-61	-25	-15	7	-2	11	-10	-2	-1	5
CC(C)CCn1nnnc1CN1CCN(c2ccc(F)cc2)CC1
    18	15	-21	5	6	2	-10	2	-1	4	12
C[C@@H](NC(=O)[C@@H]1CCCN1C(=O)OC(C)(C)C)c1ccccc1
    7	·	-24	·	2	3	-2	·	-2	-17	-7
Cc1ccc(C(=O)N/C(=C/C=C\c2ccccc2)C(=O)NCc2ccco2)cc1
    -10	3	7	12	8	-4	10	3	-1	-2	-14
CCCN(CCC)S(=O)(=O)c1ccc(C(=O)NNc2nc(-c3ccccc3)c3cc(Br)ccc3n2)cc1
    1	-3	4	2	8	-5	-8	1	-11	-5	10
COc1cc([N+](=O)[O-])ccc1NC(=O)Nn1cnnc1
    -12	4	-21	0	5	0	-12	8	1	11	10
CN(CC(=O)NC1CCCC1)S(=O)(=O)c1cccc(Cl)c1
    -27	-4	-6	1	-6	11	7	1	19	3	-6
Cc1ccc(S(=O)(=O)N2CCN(C(=O)CN3CCOCC3)C2c2ccccc2)cc1 (stereo unspecified)
    6	12	7	7	26	1	24	-1	1	-11	-1
Cc1ccc2nc(CSc3nnc(-c4ccco4)o3)cc(=O)n2c1
    -29	-25	7	-9	-6	14	-26	-17	0	-6	-22
COC(=O)CN(c1ccc(OC)cc1)S(=O)(=O)c1c(C)noc1C
    17	-12	-11	-7	8	1	1	-5	-4	-10	-8
CCOC(=O)c1ccc(/C=N/O)[n+](Cc2ccccc2)c1
    6	10	11	1	-9	6	5	10	-1	3	4
O=C(CCC(=O)N(c1ccc(F)cc1)C(C(=O)NC1CCCC1)c1ccncc1)Nc1cccnc1 (stereo unspecified)
    8	18	-16	-6	4	6	-8	-13	0	-7	5
O=C(COC(=O)c1ccccc1Nc1ccc(SC(F)F)cc1)NC1CC1
    1	0	-15	-13	-26	-4	32	-4	4	-7	-9
CC1(C)CNC(=O)c2sc(NC(=O)c3ccccc3Cl)nc2C1
    -21	-13	-10	-13	-18	-5	-8	4	-7	-9	-23
Cc1ccc(CSc2nc(N)cc(=O)[nH]2)cc1
    2	8	6	-12	1	-3	-6	6	-7	3	18
Cc1ccc(S(=O)(=O)N2CCCCC2)cc1NC(=O)CCNC(=O)c1ccccc1
    29	8	-24	-2	-12	12	-10	0	8	-2	17
O=C(N/N=C/C=C/c1ccco1)c1cccs1
    -129	-81	-15	-71	-113	37*	-3	-4	9	-4	-24
O=C(Nc1ccccn1)C1CCN(S(=O)(=O)c2ccc3ccccc3c2)CC1
    -7	-22	-7	-9	-34	-11	-9	1	2	7	23
O=C(NCc1cc2ccccc2[nH]1)C1CCC(=O)N(CC2CCCCC2)C1 (stereo unspecified)
    -20	-17	-4	-15	-8	-3	14	-7	4	-6	22
Cc1ccc(C(=O)NCC(=O)OCC(=O)NC2CCS(=O)(=O)C2)cc1C (stereo unspecified)
    20	6	-23	14	1	3	13	6	3	-17	-5
CC1(c2ccccc2)CCC(=O)NC1 (stereo unspecified)
    -39	9	6	6	-5	8	6	-1	8	4	-20
Cc1cc(CNC[C@H]2O[C@@H](n3ccc(N)nc3=O)[C@H](O)[C@@H]2O)no1
    14	9	-15	4	8	1	7	4	-1	-1	7
CC(=O)Nc1cccc(C(=O)OCC(=O)Nc2c(C)nn(-c3ccccc3)c2C)c1
    6	-1	-2	-19	-4	6	10	7	0	-5	-5
COc1ccccc1N1CCN(C(c2ccc(N(C)C)cc2)c2nnnn2CCc2ccccc2)CC1 (stereo unspecified)
    -2	-5	-8	3	-1	0	3	-2	5	9	4
COc1ccc(N(CC(=O)N2CCN(c3ccccc3)CC2)S(=O)(=O)c2ccc(C)cc2)cc1
    5	8	-4	-17	-16	7	-17	-3	0	0	0
CCCN(CC(=O)Nc1ccccc1C)C(=O)c1ccc(C(=O)c2ccccc2)cc1
    -6	4	-2	0	-14	-3	-10	4	-1	5	16
Cc1onc(-c2ccccc2)c1C(=O)Nc1nc2c(s1)C(=O)CC(C)(C)C2
    -23	7	0	7	10	-7	-12	-2	-4	5	5
c1ccc(C2CCC(N3CCNCC3)CC2)cc1 (stereo unspecified)
    12	8	-1	-8	15	2	6	12	-1	-6	5

Next part.
Results follow in this order: SRC2 inh	SRC3 inh	TROY signal inh	NCOA1 inh	LRH-1 inv ag	ABHD5 PLIN5 PPI	TWEAK Fn14 block	TLR9-MyD88 block	Granule exo inh	NOD2 RIPK2 PPI	COUP-TFII inh
Cc1cccc(NC(=O)C2CCN(S(=O)(=O)c3ccc4c(c3)NC(=O)CO4)CC2)c1
    -41	5	2	-10	13	-6	-11	-4	26	0	5
CC(=O)OCC(=O)[C@@]1(O)CC[C@H]2[C@@H]3CCC4=CC(=O)C=C[C@]4(C)[C@@]3(Cl)[C@@H](Cl)C[C@@]21C
    -3	-54	21	-16	-25	-2	-21	7	2	-10	-3
CCN(Cc1ccncc1)C(=O)c1ccco1
    -7	7	0	-20	0	-2	-13	-4	3	3	12
CCCC1(c2ccccc2)NC(=O)N(CC(=O)Nc2ccccc2C(F)(F)F)C1=O (stereo unspecified)
    8	5	7	14	4	0	19	-4	-2	-8	-17
CCCOc1ccc(F)cc1-c1cc(C(=O)NCc2ccc(C(F)(F)F)cc2)[nH]n1
    ·	15	31	12	7	-5	-9	·	0	-2	·
O=C(NCC1CCCO1)c1ccc(Cl)c(S(=O)(=O)N2CCCCC2)c1 (stereo unspecified)
    9	13	-7	-49	-11	1	6	-4	0	-5	19
O=S(=O)(Nc1ccc(O)c(Sc2nc3ccccc3s2)c1)c1cccc2ccccc12
    -22	17	67*	15	2	0	50*	-8	6	4	8
CCOC(=O)c1nc(NNC(C)=O)sc1C
    -4	10	8	10	18	-6	26	2	-4	-3	5
COc1cc(-c2cc3nc(NC4CCCCC4)ccn3n2)cc(OC)c1OC
    -34	2	12	9	10	1	19	·	-7	-7	-16
